High-throughput results as filed in PubChem.
CHRM4 PAM – human M4 muscarinic receptor positive allosteric modulators, primary screen, CHO-K1 cells, Fluo-8 calcium fluorescence. Muscarinic acetylcholine receptor M4 (Homo sapiens), P08173. 360,000 compounds, 0.4% hits. CHO-K1 hM4/Gqi5, ACh EC20; 0% = ACh EC20, 100% = maximal ACh. activation, % at 3 µM;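 active = activation above its plate's cutoff, the mean activation of sample wells plus 3 SD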; note: some results filed as inactive read as strong as hits
Target sequence (P08173 whole entry, looked up): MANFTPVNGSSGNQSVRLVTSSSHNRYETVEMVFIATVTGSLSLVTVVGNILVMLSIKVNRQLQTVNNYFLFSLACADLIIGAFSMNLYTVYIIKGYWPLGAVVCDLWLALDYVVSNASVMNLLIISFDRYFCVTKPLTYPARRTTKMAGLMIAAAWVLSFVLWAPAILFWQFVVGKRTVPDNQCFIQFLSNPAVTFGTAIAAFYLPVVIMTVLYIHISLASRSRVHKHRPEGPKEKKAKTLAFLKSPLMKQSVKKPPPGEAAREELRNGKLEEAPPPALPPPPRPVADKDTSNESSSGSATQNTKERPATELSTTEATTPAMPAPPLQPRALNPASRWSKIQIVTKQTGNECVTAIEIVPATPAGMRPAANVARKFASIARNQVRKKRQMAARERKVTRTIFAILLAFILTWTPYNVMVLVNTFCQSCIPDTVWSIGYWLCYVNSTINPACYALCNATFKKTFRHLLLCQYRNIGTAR
CHO-K1 Ca PAM – nonselective calcium activators in parental CHO-K1 cells, primary screen, counter-screen for M1 PAM project, cell-based, Fluo-8 calcium fluorescence, full deck, 1536-well. ATP EC20; 0% at ATP EC20, 100% at ATP max. activation, % at 3 µM. 360,000 compounds, 0.02% hits. AID 602247, 2012;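 active = activation above the run cutoff, the mean activation of all test compounds plus 3 SD, cut at about 40% in these data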;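 note: peak over basal fluorescence ratio in a 140 s read after ATP addition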
CHRM5 antagonist – human M5 muscarinic receptor antagonists, primary screen, CHO cells, Fluo-8 calcium fluorescence; inhibition, % at 3 µM; CHO-hM5 cells, ACh EC80; 360,000 compounds, 0.59% hits; AID 624040, 2012; Muscarinic acetylcholine receptor M5 (Homo sapiens), P08912;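 active = inhibition above a per-plate cutoff, the mean of that plate's test compounds plus 3 SD, cut at about 27% in these data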;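 note: 0% = acetylcholine EC80 with DMSO and 100% = DMSO without agonist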
Target sequence (P08912 whole entry, looked up): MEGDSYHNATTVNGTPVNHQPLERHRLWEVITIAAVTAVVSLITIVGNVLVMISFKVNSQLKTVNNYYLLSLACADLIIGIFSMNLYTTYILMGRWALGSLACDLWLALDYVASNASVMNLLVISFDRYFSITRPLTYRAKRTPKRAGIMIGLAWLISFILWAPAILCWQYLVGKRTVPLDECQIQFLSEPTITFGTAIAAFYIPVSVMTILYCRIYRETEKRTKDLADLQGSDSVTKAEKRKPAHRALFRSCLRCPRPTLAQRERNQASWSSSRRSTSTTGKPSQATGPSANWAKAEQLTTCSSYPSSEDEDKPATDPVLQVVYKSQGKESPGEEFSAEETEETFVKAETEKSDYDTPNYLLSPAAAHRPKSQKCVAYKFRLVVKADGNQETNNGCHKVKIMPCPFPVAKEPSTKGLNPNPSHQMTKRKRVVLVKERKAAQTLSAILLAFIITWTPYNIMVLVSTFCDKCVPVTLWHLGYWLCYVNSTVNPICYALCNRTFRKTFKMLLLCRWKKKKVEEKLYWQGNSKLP
M5 PAM – human M5 muscarinic receptor positive allosteric modulators, primary screen, CHO-K1 cells, Fluo-8 calcium fluorescence; activation, % at 3 µM; CHO-K1 hM5, ACh EC20 PAM; 0% = ACh EC20, 100% = ACh EC100; 360,000 compounds, 0.3% hits; Muscarinic acetylcholine receptor M5 (Homo sapiens), P08912;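 active = activation above the run cutoff, the mean activation of all test compounds plus 3 SD, cut at about 18% in these data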
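Assay system – human M5 receptor in CHO-K1 cells · Read-out – % activation, ACh-normalized · Technique – Fluo-8 calcium fluorescence · Dosing – single-point, 3 µM nominal · Incubation – Fluo-8 loading 80 min at 37 °C plus 30 min room temperature · Repeats – singlicate, one well per test compound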
M4 ag – human M4 muscarinic receptor agonists, primary screen, CHO-K1 cells, Fluo-8 calcium fluorescence; Muscarinic acetylcholine receptor M4 (Homo sapiens), P08173; AID 624127, 2012; activation, % at 3 µM; 360,000 compounds, 0.14% hits; CHO-K1 hM4/Gqi5; vehicle 0%, full acetylcholine response 100%;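 active = activation above the run mean over all test wells plus 3 SD, cut at about 32% in these data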;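 note: peak over basal fluorescence ratio per well then scaled between controls; 0% = DMSO wells and 100% = acetylcholine at EC100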
CHO-K1 Ca ag – counter-screen for M1 agonists: effect in parental CHO-K1 cells; activation, % at 3 µM; Fluo-8 calcium fluorescence; scaled to maximal ATP response, vehicle zero; 360,000 compounds, 0.48% hits; in the data active = activation above about 15%;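 note: untransfected CHO-K1 host cells lacking M1 receptor as counterscreen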
M5 ag – human M5 muscarinic receptor agonists, primary screen, CHO-K1 cells, Fluo-8 calcium fluorescence; Muscarinic acetylcholine receptor M5 (Homo sapiens), P08912; CHO-K1 hM5 cells; 0% DMSO wells, 100% maximal acetylcholine response; activation, % at 3 µM; 360,000 compounds, 0.19% hits;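 active = activation above the run's mean over test compounds plus 3 SD, cut at about 23% in these data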;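 note: signal is peak over basal fluorescence ratio across the kinetic read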
CHRM4 antagonist – human M4 muscarinic receptor antagonists, primary screen, CHO cells, Fluo-8 calcium fluorescence | Muscarinic acetylcholine receptor M4 (Homo sapiens), P08173 | CHO-hM4 cells, ACh EC80 | inhibition, % at 3 µM | 360,000 compounds, 0.73% hits | AID 624125, 2012;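 active = inhibition above its plate's cutoff, the mean inhibition of sample wells plus 3 SD, cut at about 27% in these data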;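 note: 0% = acetylcholine EC80 with DMSO and 100% = DMSO without agonist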
CHO-K1 Ca antag – nonselective inhibitor or artifact in parental CHO-K1 cells; ATP-induced calcium, Fluo-8 fluorescence; 360,000 compounds, 0.6% hits; inhibition, % at 3 µM;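 active = inhibition above a per-plate cutoff, the plate's mean sample inhibition plus 3 SD, cut at about 24% in these data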;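 note: 0% = DMSO plus EC80 ATP and 100% = DMSO alone without ATP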
Starred values were filed as active, the others as inactive.

SMILES	CHRM4 PAM	CHO-K1 Ca PAM	CHRM5 antagonist	M5 PAM	M4 ag	CHO-K1 Ca ag	M5 ag	CHRM4 antagonist	CHO-K1 Ca antag
C=C(C)Cn1c(C)cc(C)c(S(=O)(=O)c2cccc(C)c2)c1=O	4	-8	-11	-5	-2	-0.8	-8	-19	4
CC(=O)N1CCN(S(=O)(=O)c2ccc3c(c2)OCCO3)CC1	3	-18	7	4	0	0.2	1	9	7
Clc1ccc(-c2ncc3ccccn23)c(Cl)c1	-3	8	19	1	1	0.4	-9	-3	-14
COc1ccccc1NC(=O)c1cc(Cl)nnc1Cl	-2	4	0	5	0	-0.6	-3	0	-4
CN(CCN1CCc2ccccc2C1)Cc1nc(-c2ccc3c(c2)OCO3)no1	0	-9	4	7	2	-0.1	-8	-7	-1
COc1ccc(CNC(=O)CN(C)S(=O)(=O)c2ccc3c(c2)n(C)c(=O)c(=O)n3C)cc1	0	-5	16	-8	0	0.0	-5	10	5
O=C(CC(c1ccccc1)c1cc(Br)ccc1O)NCCN1CCOCC1 (centres undefined)	-5	13	4	-7	2	0.9	-11	1	-4
CS(=O)(=O)Nc1ccccc1C(=O)Nc1ccccc1C(=O)N1CCCC1	-3	14	3	-1	2	0.7	-2	-5	-1
S=c1nc[nH]c2c1sc1nc(-c3ccccc3)c3c(c12)CCCC3	8	-8	-4	-1	1	-0.2	-1	-12	6
Cc1ccc(CCNCc2c(C(=O)O)c(C)n(-c3ccccc3)c2C)cc1	-4	-9	12	-4	0	-0.3	-2	4	3
Cc1cc(CNC(=O)C2CCC(=O)N(CCc3cccc(F)c3)C2)on1 (centres undefined)	2	15	-26	5	1	0.5	-5	-18	-14
O=C(CN1CCC(n2nnc3cc(F)ccc32)CC1)Nc1ccccc1N1CCOCC1	-4	-5	-4	-5	8	1.7	1	-2	6
Cc1nn(C(C)C(=O)NC2CC2)c(=O)c2nn(-c3ccccc3)c(C)c12 (centres undefined)	8	5	-6	5	1	-0.4	0	-8	6
COC(=O)C1CCN(C(c2cccs2)c2sc3nc(C)nn3c2O)CC1 (centres undefined)	7	16	-4	0	1	0.3	-2	-14	0
C=CCc1c(OC)ccc2ccc(=O)oc12	-4	15	6	-3	0	0.0	-3	6	-12
COc1ccc(-c2nc3n(c(=O)c2C#N)CCS3)cc1	-7	12	12	1	1	1.0	1	11	-7
CCO[C@H]1OC(C(=O)N2CCOCC2)=C[C@@H](c2ccccc2)[C@@H]1CCCO	2	15	6	-5	3	0.6	1	-6	-14
COc1ccc(/C=N/NC(=O)CSc2n[nH]c(=O)[nH]c2=O)cc1	11	18	-8	3	1	9.4	1	-13	-13
COc1cc(NC(=O)CCCOc2ccc(Cl)cc2Cl)c(C(=O)O)cc1OC	-12	23	6	-9	0	1.4	-4	1	-13
CC(=O)/C=C/c1ccccc1O	-4	-12	2	4	1	0.1	0	6	10
CCCCOCCCNC1=NCCCCC1	5	-6	5	-2	0	-0.4	-4	5	10
CN(C)CCCn1c(SCc2c(Cl)cccc2Cl)nnc1-c1ccncc1	22*	16	-9	5	4	0.0	-1	15	-2
COCCNC(=O)c1cccc2c(-c3cnn(C)c3)coc12	1	10	1	1	0	0.6	0	2	-3
Cc1nc2ccccc2c2oc(C(=O)N3CCC(C)CC3)cc12	-9	-7	-4	-6	4	2.7	2	3	-13
CCCOC(=O)C1C2C=CC3(CN(c4ccc(Cl)c(F)c4)C(=O)C13)O2 (centres undefined)	8	6	2	-5	1	0.1	1	-4	-1
CN(C)S(=O)(=O)c1cccc(NC(=O)COC(=O)c2cc3ccccc3oc2=O)c1	-13	18	2	0	2	4.2	3	-12	-20
COc1ccc(NC(=O)CSc2nc(N)cc(=O)[nH]2)cc1S(=O)(=O)N1CCCCC1	10	-28	-6	0	0	0.0	-1	-1	13
CC1COCC(C)N1C(=O)c1cccnc1 (centres undefined)	5	12	0	0	1	0.5	0	-29	-7
O=C(COC(=O)c1ccc(F)cc1Cl)Nc1cccc(S(=O)(=O)N2CCOCC2)c1	-4	5	11	-4	9	6.5	5	13	-9
CCOc1cc(N2CCOCC2)c(OCC)cc1NC(=O)c1cc(S(=O)(=O)N2CCOCC2)ccc1F	0	-14	-5	0	2	0.4	2	12	3

Random excerpt: 5 entries already listed.
SMILES	CHRM4 PAM	CHO-K1 Ca PAM	CHRM5 antagonist	M5 PAM	M4 ag	CHO-K1 Ca ag	M5 ag	CHRM4 antagonist	CHO-K1 Ca antag
CCO[C@H]1OC(C(=O)N2CCOCC2)=C[C@@H](c2ccccc2)[C@@H]1CCCO	2	15	6	-5	3	0.6	1	-6	-14
O=C(COC(=O)c1ccc(F)cc1Cl)Nc1cccc(S(=O)(=O)N2CCOCC2)c1	-4	5	11	-4	9	6.5	5	13	-9
CC1COCC(C)N1C(=O)c1cccnc1 (centres undefined)	5	12	0	0	1	0.5	0	-29	-7
COc1ccc(-c2nc3n(c(=O)c2C#N)CCS3)cc1	-7	12	12	1	1	1.0	1	11	-7
COc1ccc(NC(=O)CSc2nc(N)cc(=O)[nH]2)cc1S(=O)(=O)N1CCCCC1	10	-28	-6	0	0	0.0	-1	-1	13

(continued)
SMILES	CHRM4 PAM	CHO-K1 Ca PAM	CHRM5 antagonist	M5 PAM	M4 ag	CHO-K1 Ca ag	M5 ag	CHRM4 antagonist	CHO-K1 Ca antag
CCN1C(=O)C2(C(C(=O)c3ccc(C)o3)=C(O)C(=O)N2CCCN2CCOCC2)c2ccccc21 (centres undefined)	9	27	-8	4	3	4.5	2	-2	-16
O=C(OCc1ccccc1F)c1ccc2c(c1)-c1ccccc1C2=O	-4	5	-4	4	0	2.4	0	3	-8
N#Cc1ccc(NC(=O)c2sc3cc(C(F)(F)F)cnc3c2-c2cccs2)cc1	5	16	-2	0	1	0.1	-1	-5	-7
CNC(=S)Nc1ccc2nc(C)c(C)nc2c1	0	22	0	1	0	0.5	-1	-1	-8
COc1ccc(CCNC(=O)C(=O)NCC2OCCN2S(=O)(=O)c2ccc(OC)c(OC)c2)cc1OC (centres undefined)	-3	8	2	-1	5	1.4	3	-5	7
COc1ccc(C2CC(=O)C=C3c4ccc(OC)cc4CCC32)cc1 (centres undefined)	0	9	6	-4	0	0.6	1	-15	-14
COC(=O)C1=C(Nc2ccc(C)cc2)C=C(C)C(C(=O)OC)C1c1cccc(OC)c1 (centres undefined)	5	16	8	-8	-1	0.3	-3	1	-3
CN(C(=O)c1cccc(NC(=O)Cc2ccc(NC(=O)C3CCCN(S(=O)(=O)c4cccc([N+](=O)[O-])c4)C3)cc2)c1)C1CCCCC1 (centres undefined)	-4	20	-7	0	1	0.9	0	-3	-12
O=C(O)c1ccc(Cl)c(N2C(=O)Nc3ccccc3N2O)c1	2	6	7	-7	2	-0.2	0	-8	-12
COc1ccccc1NC(=O)c1ccc2nc(C)sc2c1	-8	16	17	-7	1	0.8	-7	-5	-6
CCCNS(=O)(=O)c1ccc(CCC(=O)N2CCCCC2)cc1	-4	11	-3	2	1	-0.1	3	-2	-12
CC1(OC(=O)c2ccc(Cl)nc2)C(=O)C=C2C=C3CCCN3C=C2C1=O (centres undefined)	-9	20	12	-12	9	0.6	2	2	-9
Cc1ccc(S(=O)(=O)n2nc(-c3cccnc3)nc2N)cc1	-3	18	-8	5	0	0.3	0	9	-9
CCOC(=O)C1NN=C(C(=O)c2ccccc2)C1c1ccc(OC)cc1 (centres undefined)	-5	25	8	3	0	0.4	-4	1	-15
CC(Oc1ccccc1)C(=O)NNC(=O)c1cccs1 (centres undefined)	2	19	9	2	3	0.5	-1	-6	-11
COc1cc(C(=O)NCC(=O)NCC(c2ccco2)N2CCCCC2)cc(OC)c1OC (centres undefined)	11	13	-5	8	1	-0.4	3	-6	7
COCCCNC(=S)NNC(=O)c1ccccc1Br	0	16	18	-10	0	0.0	-6	-5	-2
COc1ccccc1CN(C)C(=O)COC(=O)c1ccc(Cl)nc1	7	5	10	3	3	0.1	-2	-7	-10
COc1ccc(CN2C(=O)c3ccccc3C2C(=O)NCC2CCCO2)c(OC)c1 (centres undefined)	5	21	0	6	0	0.3	-3	0	-11
CC1(C)CC(=O)C2=C(C1)N(c1ccc(F)cc1)C(=O)C2(NC(=O)c1ccccc1F)C(F)(F)F (centres undefined)	0	8	7	-4	0	0.5	-2	6	-12
Fc1cccc(F)c1-n1c(CN2CCCCC2)csc1=S	-2	-10	-2	-3	-1	-0.8	-9	-1	9
CC1=C(C(=O)N(C(C)C)C(C)C)CC(CC(=O)NCC2CCCCC2)C(=O)N1Cc1ccc(C(C)(C)C)cc1 (centres undefined)	-4	10	-17	8	2	0.3	-3	-12	-25
Cc1cccc(C(=O)N=c2sccn2C)c1[N+](=O)[O-]	0	10	18	-13	2	0.5	-3	-7	0
Nc1ccnc(C(F)(F)F)c1C(=O)c1ccccc1	-9	-1	-2	0	0	-0.3	-1	-3	-9
COc1ccc(C(=O)Nc2ccc3[nH]ccc3c2)cc1OC	2	-25	4	6	2	0.1	1	-3	3
CN(CC(=O)Nc1c(Cl)cccc1Cl)CC(=O)N(C)C1(C#N)CCCCC1	4	10	14	7	2	2.2	2	-2	-3
COCCNC(=O)C(c1cccnc1)N(Cc1ccc(C)cc1)C(=O)Cn1nnc2ccccc21 (centres undefined)	-4	5	2	3	2	0.1	1	1	-7
CCOC(=O)/C(=C/C=C1\Sc2cc(C)c(C)cc2N1CC)C(C)=O	-4	-20	11	0	24	22*	12	11	20
COc1cc(Cn2c(=O)c3c(OC)c(C)cnc3n(C)c2=O)cc(OC)c1	-4	-7	0	9	0	-0.3	-2	3	0
COCCCNC(=O)C1CCC(CNS(=O)(=O)c2ccc3c(c2)N(C(C)=O)CCO3)CC1 (centres undefined)	6	-20	4	0	2	-0.4	-3	-9	8
COC(=O)c1cc(NC(=O)CC2SC(=Nc3ccccc3)N(CCc3c[nH]c4ccccc34)C2=O)cc(C(=O)OC)c1 (centres undefined)	-2	5	12	-4	2	0.6	-2	4	0
Cc1cccc2sc(N(CCCN(C)C)C(=O)CCS(=O)(=O)c3ccccc3)nc12	10	-18	5	2	10	2.6	-7	-4	-3
O=C(O)Cn1c(-c2cscn2)nc2ccccc21	-5	20	-2	9	1	0.7	2	1	-11
O=C1C2C3C=CC(C3)C2C(=O)N1CNc1ccccc1 (centres undefined)	4	25	4	-1	1	1.4	-2	-2	-18
O=C(NNS(=O)(=O)c1ccccc1[N+](=O)[O-])c1cccc(Cl)c1	4	28	-5	3	2	1.9	-1	-12	-13
CC(OC(=O)C1CCN(S(=O)(=O)c2ccc(C(C)(C)C)cc2)CC1)C(=O)N1CCOCC1 (centres undefined)	-1	-5	11	0	3	2.0	1	6	1
